# ERAP1 HTS inh = inhibitors of human ERAP1 aminopeptidase; AID 652197; Q9NZ08; 340,000 tested, 0.15% active; recombinant ERAP1, Leu-AMC fluorescence, 60 min; inhibition, % at 10.7 µM;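 active means mean replicate inhibition of at least 30%, or all replicates individually reaching that 30% level; inactive means mean below 30% and not every replicate reaching it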;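 further: 0% = neutral control wells and 100% = L-leucinethiol positive control wells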
# Target sequence (Q9NZ08 whole entry, looked up): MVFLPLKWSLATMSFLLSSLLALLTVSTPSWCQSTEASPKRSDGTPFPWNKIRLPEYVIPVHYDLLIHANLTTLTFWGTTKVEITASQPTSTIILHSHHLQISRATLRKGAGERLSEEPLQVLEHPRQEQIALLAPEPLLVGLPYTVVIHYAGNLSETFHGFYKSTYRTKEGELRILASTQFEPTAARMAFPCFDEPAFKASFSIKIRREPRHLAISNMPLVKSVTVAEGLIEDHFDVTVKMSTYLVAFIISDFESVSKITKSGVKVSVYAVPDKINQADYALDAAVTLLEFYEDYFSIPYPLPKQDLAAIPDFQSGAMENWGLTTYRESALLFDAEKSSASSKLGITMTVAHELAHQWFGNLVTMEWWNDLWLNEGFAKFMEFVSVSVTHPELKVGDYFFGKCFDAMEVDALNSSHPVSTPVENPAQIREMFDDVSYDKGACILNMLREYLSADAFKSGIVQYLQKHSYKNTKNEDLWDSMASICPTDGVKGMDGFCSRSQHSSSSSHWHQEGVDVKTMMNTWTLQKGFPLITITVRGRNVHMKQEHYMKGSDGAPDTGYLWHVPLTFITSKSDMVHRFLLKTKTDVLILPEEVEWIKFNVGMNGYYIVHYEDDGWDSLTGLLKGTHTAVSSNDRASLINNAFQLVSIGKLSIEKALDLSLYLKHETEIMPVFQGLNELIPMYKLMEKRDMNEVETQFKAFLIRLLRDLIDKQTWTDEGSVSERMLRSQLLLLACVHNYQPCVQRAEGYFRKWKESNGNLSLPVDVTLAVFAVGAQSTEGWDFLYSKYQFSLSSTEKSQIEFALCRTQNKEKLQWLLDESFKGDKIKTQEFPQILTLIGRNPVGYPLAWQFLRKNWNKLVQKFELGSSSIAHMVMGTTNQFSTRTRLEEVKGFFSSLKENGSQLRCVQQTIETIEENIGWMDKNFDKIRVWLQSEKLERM
# RAD54 inh = blocks human RAD54 Holliday junction branch migration; Q92698; FAM/BHQ fluorescence; inhibition, % at 10.4 µM; 360,000 tested, 0.14% active;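 active means mean normalized replicate activity at least 40 and at least half of replicates scoring 40 or more; inconclusive means only one of the two criteria met; inactive means mean below 40 and under half of replicates reaching 40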;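 further: 0% = median of neutral control wells and 100% = median of positive control wells; inhibitors cause a drop in the FAM fluorescence signal; in these data hits start at about 50%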
# XiGFP reactiv = reactivates the inactive X chromosome in mouse fibroblasts | 360,000 tested, 0.055% active | XiGFP mouse fibroblasts, % GFP-positive cells imaging, 3 d; cells co-treated with 5-aza-dC sensitizer; scaled so ellipticine positive control = 100% | AID 743238 | activation, % at 7.58 µM;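 active means mean normalized replicate activation at least 10% and every replicate at or above 10%; inconclusive means only one of the two criteria met; inactive means mean below 10% and not all replicates reach 10%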;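 further: 0% = median of on-plate neutral control wells and 100% = ellipticine 6 µM median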
#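 material = 68-5-11 XiGFP fibroblast line | medium = DMEM plus 5-aza-dC sensitizer | schedule = 3 days compound exposure | benchmarks = positive control ellipticine, 6 µM final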
# esBAF inh = blocks esBAF chromatin remodeling in mouse ES cells. Bmi1-luciferase knock-in reporter, 24 h; 100% = twice the neutral-well signal. reporter increase, % at 12.5 µM. 350,000 tested, 2% active; in the data active means activation above about 40%; inconclusive means no clear call, values can overlap the other calls;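 further: 0% = median of the plate's neutral control wells and 100% = double that signal; a rise in the Bmi1 reporter signal indicates esBAF inhibition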
# ARNT TACC3 PPI = disruptors of human ARNT/TACC3 interaction. AlphaScreen His-ARNT PAS-B/GST-TACC3 binding, luminescence; TACC3 fragment carries E629A point mutation. inhibition, % at 9.99 µM. 390,000 tested, 0.66% active. AID 623870;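 active means mean inhibition of replicates at least 50% and at least half of replicates each reaching 50%; inconclusive means half or more replicates reach 50% but mean below 50%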;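 further: 0% = complete ARNT plus TACC3 wells and 100% = ARNT alone without TACC3; many hits fall short of the cut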
# RAD52 anneal inh = RAD52 (human) annealing inhibition; P43351; recombinant RAD52 DNA annealing, FRET fluorescence; inhibition, % at 18.7 µM; 360,000 tested, 0.46% active; AID 651710;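 active means every replicate showing at least 50% inhibition; inconclusive means mean inhibition at least 50% but not in every replicate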
# INS-1E GSIS act = GLuc luminescence reporter in INS-1E cells, primary screen for activators of glucose-dependent secretion of insulin; 370,000 tested, 0.61% active; INS-1E GLuc reporter insulin secretion, 2-3 h; AID 743287; activation, % at 16.6 µM;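 active means lowest replicate activation of at least 40%, so every replicate reaches that level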;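 further: 0% = median of neutral control wells and 100% = median of IBMX positive control wells; some compounds called inactive have numbers as strong as hits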
# F508del corr = CFTR F508del correction in bronchial cells | CFBE cells, YFP halide quenching; stimulated with forskolin plus potentiator P3; % fluorescence drop versus neutral controls | activity (quench increase), % at 7.58 µM | 350,000 tested, 0.36% active;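 active means mean added fluorescence quench of at least 8% versus neutral control, with both replicates also reaching 8%; inconclusive means only one of the mean or replicate conditions met; inactive means mean below 8% and not both replicates reaching 8%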;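 further: cells transiently co-express mutant CFTR-F508del with the halide-sensitive YFP; corrector assay measuring rescue of mutant channel to the surface after 24 h compound exposure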
# Active calls of the source: *; ? = inconclusive; / = no result given.
SMILES,ERAP1 HTS inh,RAD54 inh,XiGFP reactiv,esBAF inh,ARNT TACC3 PPI,RAD52 anneal inh,INS-1E GSIS act,F508del corr
CSc1ccc(Cn2nnc(C(=O)Nc3ccc(C)c(C)c3)c2N)cc1,-5,8,0.1,?,1,-10,-1,3.4
COc1ccc(CNC(=O)CN(c2ccc(OC)cc2)S(=O)(=O)c2c(C)[nH]c(=O)[nH]c2=O)cc1,0,-2,0.0,7,-3,0,3,-0.1
CN(Cc1cn(C)nc1-c1ccccc1F)CC1CCCCO1 (configuration not stated),1,/,0.2,-3,-10,-2,5,0.9
COc1cccc(C#Cc2cnc3c(c2)C(=O)N([C@@H](C)CO)C[C@H](C)[C@@H](CN(C)C(=O)C2CCC2)O3)c1,-4,-4,-0.8,-1,-3,5,-13,1.5
COc1ccc(CC(=O)Nc2ccc(S(=O)(=O)N3CCN(C)CC3)cc2)cc1,3,-8,0.1,-3,-5,-14,2,-4.5
CCSc1nc(C)cc(C)c1S(=O)(=O)c1ccccc1C,/,3,/,-3,-13,/,-26,/
C[C@@H]1CCCCO[C@H](CN(C)S(=O)(=O)c2ccccc2)[C@H](C)CN([C@H](C)CO)C(=O)c2cc(NC(=O)C3CCCCC3)ccc2O1,1,0,0.1,-4,-1,-9,-31,-4.3
CCc1ccccc1S(=O)(=O)c1c(C)cc(C)nc1Cl,-1,0,0.0,-2,-8,-6,-24,/
COCC(=O)Nc1ccc2c(c1)OC[C@H](C)N(Cc1ccccn1)C[C@@H](C)[C@@H](OC)CN(C)C2=O,-3,0,1.1,-4,1,0,-1,-0.8
Cc1cc(C)c(C(=O)CC(=O)c2cccnc2)c(C)c1,-3,4,0.6,-3,27,-11,-19,1.2
CN1C(=O)c2cc(NC(=O)C3CCOCC3)ccc2OC[C@@H]2O[C@@H](CC(=O)NCC3CCCCC3)CC[C@@H]21,2,-4,0.0,-2,0,26,1,/
CCC1CCCCN1CCCNC(=O)c1ccc2c(c1)c(C)c(C)n2CC (configuration not stated),-4,-7,0.0,-7,6,-18,5,2.6
O=C(NCC[C@@H]1CC[C@@H](NS(=O)(=O)c2ccc(F)cc2)[C@@H](CO)O1)Nc1ccc(F)cc1,2,4,-0.1,13,-5,19,-17,1.1
CCOC(=O)CNC(=O)c1ccc(Br)s1,-2,0,-0.1,5,19,-11,9,-0.2
Cc1ccc(S(=O)(=O)N(C)CC(=O)OCC(=O)NC(c2ccccc2)c2ccccc2)cc1,7,/,0.0,/,-7,-10,-17,/
COc1ccccc1CNC(=O)C(=O)NCC1CCCN1S(=O)(=O)c1cccs1 (configuration not stated),2,2,0.0,2,-1,-19,2,4.2
COc1cccc(-c2ccc([C@H]3[C@@H](CO)N4C(=O)CN(C(=O)CN5CCOCC5)C[C@@H]34)cc2)c1,-5,/,0.0,/,/,-11,11,-1.8
O=C(NCC(F)(F)F)[C@H]1[C@H](CO)[C@H]2Cn3c(cccc3=O)[C@@H]1N2C(=O)C1CCCC1,1,-5,0.9,-3,1,1,5,-1.1
CN1CCN(C2Cc3ccccc3Sc3ccc(Cl)cc32)CC1 (configuration not stated),1,12,0.3,-9,4,54*,/,-2.6
CN1c2ccc(Br)cc2[C@@H]2[C@@H](CCN2C(=O)C2CCCC2)[C@H]1CO,3,/,0.0,/,/,-23,0,-0.9
CC1CC(C)CN(C(=O)COC(=O)/C=C/c2cccc([N+](=O)[O-])c2)C1 (configuration not stated),-2,-2,-0.1,-4,0,-6,11,0.9
CC(=O)Nc1cc(-c2ccc(CO)cc2)cn2c(-c3ccc(F)cc3)cnc12,7,-5,0.9,-3,/,-19,-4,0.3
O=C(CNCc1ccc(F)cc1)Nc1cc(S(=O)(=O)N2CCOCC2)ccc1Cl,1,3,0.1,1,15,-16,12,-1.3
CCCNC(=O)c1cc(C2CCCN(C(=O)C3CCCCC3)C2)on1 (configuration not stated),0,12,0.0,2,/,4,-2,0.8
Cc1ccc(-c2ccc(C3[C@H]4CNC[C@@H]3N4Cc3cccc(F)c3)cc2)cc1 (some centres not stated),-1,/,0.3,/,/,4,-3,1.3

# Retrieved by structure from the list above (3):
SMILES,ERAP1 HTS inh,RAD54 inh,XiGFP reactiv,esBAF inh,ARNT TACC3 PPI,RAD52 anneal inh,INS-1E GSIS act,F508del corr
Cc1ccc(-c2ccc(C3[C@H]4CNC[C@@H]3N4Cc3cccc(F)c3)cc2)cc1 (some centres not stated),-1,/,0.3,/,/,4,-3,1.3
CCC1CCCCN1CCCNC(=O)c1ccc2c(c1)c(C)c(C)n2CC (configuration not stated),-4,-7,0.0,-7,6,-18,5,2.6
O=C(NCC(F)(F)F)[C@H]1[C@H](CO)[C@H]2Cn3c(cccc3=O)[C@@H]1N2C(=O)C1CCCC1,1,-5,0.9,-3,1,1,5,-1.1

# Next part:
SMILES,ERAP1 HTS inh,RAD54 inh,XiGFP reactiv,esBAF inh,ARNT TACC3 PPI,RAD52 anneal inh,INS-1E GSIS act,F508del corr
Cc1c(NS(=O)(=O)c2cccc(C(=O)O)c2)c(=O)n(-c2ccccc2)n1C,0,-2,0.1,-2,1,-14,-1,0.1
COc1ccc(C#Cc2ccc([C@H]3[C@@H](CO)N4C(=O)CN(C(=O)Nc5ccccc5F)C[C@H]34)cc2)cc1,-3,/,0.7,/,/,-6,-15,2.2
O=S(=O)(NC1CCCC1)c1ccc(S(=O)(=O)N2CCCN(Cc3ccccc3)C2)cc1,-3,/,/,/,-4,-25,-22,-1.9
O=C(NCC[C@H]1CC[C@@H](NC(=O)Nc2cc(F)ccc2F)[C@@H](CO)O1)Nc1ccc(Cl)cc1,/,6,0.0,5,7,29,-27,0.6
O=C(CCSCCc1ccccn1)Nc1ccc(Cc2ccncc2)cc1,-2,-9,0.1,-13,-1,-4,1,0.2
COc1ccc(S(=O)(=O)NCCc2cn3cccc(C)c3n2)cc1OC,-1,-4,0.1,4,-4,-8,4,5.1
Cc1noc(C)c1S(=O)(=O)N(C)C[C@@H]1Oc2ccc(NC(=O)Cc3ccccc3)cc2CC(=O)N([C@H](C)CO)C[C@H]1C,/,-5,0.3,7,-11,/,5,1.4
C=CCC1CCC/C(=N\NS(=O)(=O)c2ccc(C)cc2)C1 (configuration not stated),0,-3,-0.1,-8,/,-36,0,3.5
COc1cccc(CNC(=O)CCC2CCCN(C(=O)c3cc(C)[nH]n3)C2)c1 (configuration not stated),13,-8,0.0,3,-6,-12,-3,-2.0
O=C(Cc1ccncc1)NCC[C@H]1CC[C@@H](NC(=O)C2CCOCC2)[C@@H](CO)O1,-1,4,0.1,-6,2,-21,3,1.9
Cc1cc(C)nc(Nc2n[nH]c(-c3ccccc3C)n2)n1,2,/,-0.1,/,-7,-11,15,0.3
O=C1C2C3CCC(C3)C2C(=O)N1c1ccc(OS(=O)(=O)c2ccccc2)cc1 (configuration not stated),1,/,-0.1,/,/,-8,-9,-3.3
COCCNC(=O)COCc1cc(-c2ccc3c(c2)OCO3)on1,-3,6,0.0,4,9,-3,11,2.0
O=C(N=C1N=C2C=CC(Br)=CN2Cc2ccccc21)c1ccc([N+](=O)[O-])cc1[N+](=O)[O-],0,/,-0.3,/,-19,6,4,-0.9
COc1ccc(-c2cc(NC=O)c3ncc(-c4ccc(OC)c(OC)c4)n3c2)cc1,-4,6,7.0,-10,/,-23,52*,8.4*
C[C@H]1CCCCO[C@H](CN(C)C(=O)C2CCCCC2)[C@@H](C)CN([C@@H](C)CO)C(=O)c2cc(NC(=O)Nc3ccc(F)cc3)ccc2O1,3,4,0.6,-1,2,4,-12,-2.6
N/C(Cc1ccc([N+](=O)[O-])cc1)=N\OC(=O)c1ccco1,1,/,0.0,/,-5,-12,4,-1.5
CC(=NNc1ccc2ccccc2n1)c1ccccn1,-2,/,33*,/,/,-110,7,4.0
O=c1[nH]cc(I)cc1I,1,-2,0.3,4,-6,-8,18,-1.7
COc1cccc(NC(=O)Nc2nnc(Cc3ccc(OC)c(OC)c3)s2)c1,-1,3,0.1,-12,-5,4,-6,1.8
CCOC(=O)C1(Cc2ccc(Cl)cc2)CCN(C(=O)C2=NNC(=O)CC2)CC1,-1,-11,0.0,17,-13,-9,-1,-0.7
O=C(Oc1ccc(C(=S)N2CCOCC2)cc1)c1cc([N+](=O)[O-])cc([N+](=O)[O-])c1,-1,-1,-0.1,-2,-3,-11,-9,-1.8
O=C(CSc1cccc[n+]1[O-])NCCCc1ccccc1,9,/,0.0,/,3,-3,-3,-1.9
CN1/C(=C\C(=O)COC(=O)c2ccccc2O)C(C)(C)c2ccccc21,0,3,-0.2,/,2,-78,-36,2.2
COc1cc(C)c(S(=O)(=O)Nc2ccccc2F)cc1C,/,-1,/,-11,-39,/,34,/
# Next section
SMILES,ERAP1 HTS inh,RAD54 inh,XiGFP reactiv,esBAF inh,ARNT TACC3 PPI,RAD52 anneal inh,INS-1E GSIS act,F508del corr
Cc1ccc(CC(=O)N2CC(C)OC(C)C2)cc1 (configuration not stated),-1,0,/,-8,/,-6,9,/
C[C@H]1CCCCO[C@@H](CN(C)Cc2ccc(C(F)(F)F)cc2)[C@@H](C)CN([C@@H](C)CO)C(=O)c2cc(NC(=O)NC3CCCCC3)ccc2O1,1,-3,0.0,1,12,-4,-17,-0.9
CSc1nc(-c2ccco2)nn1C(=O)c1ccc(C)cc1,0,-4,0.2,3,0,-20,10,-1.8
CC1CC(C)CN(C(=O)c2nn(C)c3c2CS(=O)(=O)c2ccccc2-3)C1 (configuration not stated),1,-11,0.0,-2,4,-7,10,1.6
COc1ccc(-c2cnc3c(c2)C(=O)N([C@H](C)CO)C[C@@H](C)[C@H](CN(C)C)O3)cc1,-3,4,-0.2,-1,9,7,14,-3.3
N#Cc1c(N)c(C(=O)c2ccccc2)n2c1CCCC2,0,-5,/,-10,/,-5,17,-0.7
COc1cccc(CNC(=O)CCNC(=O)c2ccccc2OC)c1,2,-3,0.3,1,-1,-6,13,-1.3
CCN(Cc1ccccc1)C(=O)Cn1c(=O)n(CC(=O)N2CCCCC2)c(=O)c2sccc21,-1,-3,0.0,7,-4,-8,0,0.1
CCN(CC)C(=O)[C@H]1C[C@H](CC(=O)NCCc2ccccn2)C(=O)N2CCc3c([nH]c4ccc(Cl)cc34)[C@]12C,/,-6,0.0,1,3,-15,-15,0.6
O=C(OCn1nnc2ccccc2c1=O)c1cc2ccccc2o1,-6,-11,0.0,2,-9,-10,-5,-1.8
O=C(Nc1ccc(OC(F)(F)F)cc1)C1CC(c2ccc(F)cc2)=NO1 (configuration not stated),-2,/,0.0,-10,-2,-6,-2,7.5
CCc1cccc(C)c1NC(=O)CN1CCN(S(=O)(=O)c2ccc(C(C)(C)C)cc2)CC1,1,/,0.0,-4,-9,2,-18,-2.2
COc1ccc(NC(=O)N(C)C[C@@H]2OCCCC[C@H](C)Oc3ccc(NS(=O)(=O)c4cccs4)cc3C(=O)N([C@@H](C)CO)C[C@@H]2C)cc1,-5,1,-0.3,3,/,1,2,0.2
COc1cc2ccccc2cc1C(=O)N(CCN(C)C)c1nc2ccc(Br)cc2s1,1,7,0.0,6,31,51*,-21,1.2
Cc1cccc(NC(=O)c2ccc(NCC3CCCO3)c([N+](=O)[O-])c2)c1 (configuration not stated),/,/,0.0,32,-9,/,2,/
CC(=O)N1[C@H](CO)[C@H](c2ccc(C3=CCCCC3)cc2)[C@@H]1CNC(=O)CN(C)C,/,3,-0.1,-2,0,5,11,2.4
Cc1ccc(S(=O)(=O)N(C)C[C@@H]2Oc3c(NC(=O)Nc4ccc(F)cc4)cccc3C(=O)N([C@@H](C)CO)C[C@H]2C)cc1,0,-7,-0.1,5,-8,-7,9,-2.5

# Assay outcomes as filed in PubChem BioAssay.
